CCHF vOTU inh = blocks the CCHF virus ovarian tumor domain protease. CCHFV vOTU protease, Pep-AMC fluorescence. inhibition, % at 11.5 µM. 370,000 tested, 0.55% active. AID 651958; in the data active means inhibition above about 30%; further: 0% = vehicle wells with enzyme and 100% = no enzyme wells
SARS 3CLpro inh = SARS-CoV 3CLpro protease inhibition; inhibition, % at 6 µM; P0C6X7; recombinant SARS-CoV 3CLpro, quenched FRET peptide cleavage; 290,000 tested, 0.14% active; in the data active means inhibition above about 12%
MazF activator = increases E. coli MazEF RNase cleavage of RNA; P0AE70; FAM/BHQ RNA-DNA oligo cleavage fluorescence, 5 h; activation, % at 20 µM; 350,000 tested, 0.32% active; in the data active means activation above about 50%
PrPC surface inh = reduces human prion protein on the cell surface. 370,000 tested, 0.43% active. inhibition, % at 13.8 µM. cell surface PrPC, TR-FRET read-out. P04156; in the data active means inhibition above about 24%; further: 0% = median of the test wells and 100% = reference compound wells
Y pestis TopoI = inhibitors of Yersinia pestis topoisomerase I | Y. pestis Topo-I cleavage product accumulation, plate reader | activity, % at 10 µM | 360,000 tested, 0.064% active | AID 504884; in the data active means activity above about 50%, passing the limit was not always enough; further: inactives centre near 2
Rv3671c inh = Rv3671c (M. tuberculosis) protease inhibition; 320,000 tested, 0.048% active; inhibition, % at 5.96 µM; P9WHR9; in the data active means inhibition above about 38%;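 further: extracellular domain of Rv3671c used as enzyme; 0% = enzyme with DMSO and 100% = no enzyme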
TcdB inh = blocks C. difficile toxin B glycohydrolase activity; TcdB glycohydrolase enzymatic assay, plate reader; P18177; 350,000 tested, 0.24% active; inhibition, % at 9.99 µM; in the data active means inhibition above about 10%
Target sequence (P18177 whole entry, looked up): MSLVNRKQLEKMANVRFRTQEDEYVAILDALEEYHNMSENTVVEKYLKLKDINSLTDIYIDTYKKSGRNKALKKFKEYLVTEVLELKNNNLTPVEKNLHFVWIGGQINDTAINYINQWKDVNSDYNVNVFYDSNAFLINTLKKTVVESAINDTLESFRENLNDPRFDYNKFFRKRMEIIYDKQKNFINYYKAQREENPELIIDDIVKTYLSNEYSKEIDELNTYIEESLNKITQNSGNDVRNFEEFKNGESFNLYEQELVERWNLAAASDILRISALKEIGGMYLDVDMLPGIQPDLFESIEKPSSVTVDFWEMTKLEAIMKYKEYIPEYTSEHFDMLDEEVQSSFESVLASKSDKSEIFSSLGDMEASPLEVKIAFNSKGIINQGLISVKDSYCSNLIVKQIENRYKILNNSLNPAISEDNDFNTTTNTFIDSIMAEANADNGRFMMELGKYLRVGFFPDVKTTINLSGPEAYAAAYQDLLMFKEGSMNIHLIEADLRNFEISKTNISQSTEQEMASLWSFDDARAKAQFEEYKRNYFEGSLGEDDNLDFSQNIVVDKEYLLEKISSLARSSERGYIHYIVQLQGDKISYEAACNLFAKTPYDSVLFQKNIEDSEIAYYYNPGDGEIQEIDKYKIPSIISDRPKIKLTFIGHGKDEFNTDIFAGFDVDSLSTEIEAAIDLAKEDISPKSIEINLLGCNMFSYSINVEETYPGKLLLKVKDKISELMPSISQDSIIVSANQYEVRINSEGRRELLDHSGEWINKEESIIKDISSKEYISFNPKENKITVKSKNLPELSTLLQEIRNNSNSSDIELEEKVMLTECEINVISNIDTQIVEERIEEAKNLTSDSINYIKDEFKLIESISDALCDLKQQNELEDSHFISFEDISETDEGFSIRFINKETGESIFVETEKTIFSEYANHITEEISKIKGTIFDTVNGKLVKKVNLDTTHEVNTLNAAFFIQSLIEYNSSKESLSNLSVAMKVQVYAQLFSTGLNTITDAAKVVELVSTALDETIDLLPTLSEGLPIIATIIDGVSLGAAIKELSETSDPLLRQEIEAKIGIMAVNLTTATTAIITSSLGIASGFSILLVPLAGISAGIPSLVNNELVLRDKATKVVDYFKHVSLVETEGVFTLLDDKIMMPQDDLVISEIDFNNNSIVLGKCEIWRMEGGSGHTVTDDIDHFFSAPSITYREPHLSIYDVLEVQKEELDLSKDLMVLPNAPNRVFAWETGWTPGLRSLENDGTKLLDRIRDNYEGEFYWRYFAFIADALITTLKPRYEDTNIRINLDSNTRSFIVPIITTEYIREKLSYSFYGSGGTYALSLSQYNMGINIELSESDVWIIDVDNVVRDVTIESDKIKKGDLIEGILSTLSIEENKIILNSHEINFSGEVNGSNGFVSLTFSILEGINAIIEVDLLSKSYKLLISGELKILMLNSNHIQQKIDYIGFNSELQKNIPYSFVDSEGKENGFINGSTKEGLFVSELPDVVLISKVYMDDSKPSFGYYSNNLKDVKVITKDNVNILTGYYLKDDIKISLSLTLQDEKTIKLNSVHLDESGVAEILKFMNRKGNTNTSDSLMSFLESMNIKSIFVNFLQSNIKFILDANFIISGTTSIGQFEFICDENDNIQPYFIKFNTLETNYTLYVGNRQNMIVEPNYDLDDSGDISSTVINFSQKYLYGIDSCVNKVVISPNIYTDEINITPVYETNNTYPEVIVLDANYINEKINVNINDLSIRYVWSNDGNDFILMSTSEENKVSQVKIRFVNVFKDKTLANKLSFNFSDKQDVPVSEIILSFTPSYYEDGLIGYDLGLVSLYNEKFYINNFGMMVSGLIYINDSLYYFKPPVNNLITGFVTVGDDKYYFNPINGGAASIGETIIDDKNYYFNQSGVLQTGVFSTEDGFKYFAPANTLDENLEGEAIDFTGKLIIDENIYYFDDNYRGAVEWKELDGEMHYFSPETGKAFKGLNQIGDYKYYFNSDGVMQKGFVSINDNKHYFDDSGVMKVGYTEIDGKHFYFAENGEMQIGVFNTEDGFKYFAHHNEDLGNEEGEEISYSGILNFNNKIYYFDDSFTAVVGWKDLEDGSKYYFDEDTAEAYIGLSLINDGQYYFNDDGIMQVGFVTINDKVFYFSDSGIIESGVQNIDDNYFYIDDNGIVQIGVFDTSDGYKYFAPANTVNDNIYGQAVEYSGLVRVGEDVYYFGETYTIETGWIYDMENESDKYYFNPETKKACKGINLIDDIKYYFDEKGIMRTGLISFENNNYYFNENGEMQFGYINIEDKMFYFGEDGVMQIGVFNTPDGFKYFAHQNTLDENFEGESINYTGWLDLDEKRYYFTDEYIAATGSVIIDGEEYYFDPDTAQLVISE
DUSP3 inh = DUSP3 (human) phosphatase inhibition. P51452. recombinant VHR phosphatase, pNPP absorbance. inhibition, % at 13.3 µM. 290,000 tested, 0.52% active; in the data active means inhibition above about 50%; further: some compounds called inactive have numbers as strong as hits
PriA SSB inh = blocks PriA binding to SSB C-terminal tail; AlphaScreen SSBct-PriA binding, biotinylated peptide; inhibition, % at 33 µM; 430,000 tested, 0.6% active; AID 1272365; in the data active means inhibition mostly above about 37%, no sharp cut-off; inactive means mostly below about 20%;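 further: plate controls were negative control peptide for no effect and reference peptide for full effect; strong numbers were not always called active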
Vc quorum ag = inducers of Vibrio cholerae quorum light production without autoinducers; 350,000 tested, 0.16% active; V. cholerae BH1578 lux reporter, luminescence, 6 h; activation, % at 18.7 µM; in the data active means activation mostly above about 9.7%, no sharp cut-off; further: not every result past the cut was called active; inactives centre near 0; reference of the scale not given here
The depositor's hits bear a star; i = inactive; · = no result given; & = joins results of further samples. The list is partial, so the mix of outcomes need not match the whole.

Preview:
SMILES	CCHF vOTU inh	SARS 3CLpro inh	MazF activator	PrPC surface inh	Y pestis TopoI	Rv3671c inh	TcdB inh	DUSP3 inh	PriA SSB inh	Vc quorum ag
CC(C)(C)OC(=O)N(CCc1ccccc1)Cc1ccc(OCc2cccc(NC(=O)C3CC3)c2)cc1	9	·	-6	0	6	·	1.6	·	-5	i
COc1ccc(N2CCN(CC(O)COCc3ccccc3)CC2)cc1 (configuration not stated)	6	-1	18	-7	-6	-1	0.6	-6	0	-0.1
CN(C)CC(O)CN1C(=O)NC(C)(C)C1=O (configuration not stated)	4	3	2	9	0	-3	0.6	26	-1	3.0
COC(=O)N(NC(=O)C(O)(CCC(C)C)CCC(C)C)c1ccccc1	14	-3	5	-2	-8	-2	0.0	17	-16	i
CCCCOc1ccc(CSCCNC(=S)Nc2ccccc2)cc1	3	5	3	11	30	-29	1.1	0	-17	-0.3
COc1cccc(CN2CC(C(=O)N(C)Cc3nc4ccc(F)cc4[nH]3)CCC2=O)c1 (configuration not stated)	7	1	1	-4	-1	-5	0.4	6	7	i

The listing, from the start:
SMILES	CCHF vOTU inh	SARS 3CLpro inh	MazF activator	PrPC surface inh	Y pestis TopoI	Rv3671c inh	TcdB inh	DUSP3 inh	PriA SSB inh	Vc quorum ag
CC(C)(C)OC(=O)N(CCc1ccccc1)Cc1ccc(OCc2cccc(NC(=O)C3CC3)c2)cc1	9	·	-6	0	6	·	1.6	·	-5	i
COc1ccc(N2CCN(CC(O)COCc3ccccc3)CC2)cc1 (configuration not stated)	6	-1	18	-7	-6	-1	0.6	-6	0	-0.1
CN(C)CC(O)CN1C(=O)NC(C)(C)C1=O (configuration not stated)	4	3	2	9	0	-3	0.6	26	-1	3.0
COC(=O)N(NC(=O)C(O)(CCC(C)C)CCC(C)C)c1ccccc1	14	-3	5	-2	-8	-2	0.0	17	-16	i
CCCCOc1ccc(CSCCNC(=S)Nc2ccccc2)cc1	3	5	3	11	30	-29	1.1	0	-17	-0.3
COc1cccc(CN2CC(C(=O)N(C)Cc3nc4ccc(F)cc4[nH]3)CCC2=O)c1 (configuration not stated)	7	1	1	-4	-1	-5	0.4	6	7	i
COC(=O)c1sc2ncccc2c1OCc1c(Cl)cccc1Cl	-3	6	-19	5	4	-3	·	14	-3	14
CCOC(=O)c1ccccc1NC(=O)CSc1nc2[nH]ncc2c(=O)[nH]1	10	·	9	3	8	9	0.4	·	-11	0.1
Cc1nc(NC(=O)CSc2nnc(Cn3nnc4ccccc43)n2C)sc1C	3	5	-6	-4	-5	9	1.4	-2	-4	-0.5
CC1(C)Cc2c(C#N)c(NCCCO)nc(-c3ccccc3)c2CO1	-14	3	6	-8	0	0	0.9	21	-22	-0.3
N#Cc1c(/N=C/c2c(O)n(Cc3ccco3)c(=O)[nH]c2=O)sc2c1CCCC2	-6	-1	3	7	6	-19	·	27	·	i
CC(C)Oc1ccc(OCCn2c(S(=O)(=O)O)nc3c(N)ncnc32)cc1	7	5	2	-1	6	·	-0.1	-6	7	-1.5
Cc1nc([N+](=O)[O-])c(C(=O)OCc2ccccc2C#N)n1C	-7	0	8	1	-2	-8	0.9	5	-3	-1.8
Cc1ccc(S(=O)(=O)NCCCOC(=O)Nc2ccncc2)cc1	3	-4	-3	0	3	-2	·	18	1	i
COC(=O)c1ccccc1NC(=O)C(C)NS(=O)(=O)c1ccc(OC)cc1 (configuration not stated)	10	8	4	9	-4	0	·	-11	-9	i
CCOC(=O)c1cc(-c2ccccc2)n(CCC(=O)N2CCN(c3ccccc3OC)CC2)c1C	8	1	0	-2	31	5	·	10	35	i
Cc1ccccc1Cn1c(C)nc2ccccc21	-13	-5	4	15	-3	2	1.5	19	-12	i
Cc1ccc(S(=O)(=O)N(C)CC(=O)NCC(c2ccco2)N(C)C)cc1 (configuration not stated)	-10	·	6	-4	2	4	1.1	·	5	i
CCN(CC)S(=O)(=O)c1ccc(S(=O)(=O)Nc2ccc3c(c2)oc2ccccc23)cc1	15	2	8	4	13	-207	·	11	-5	-1.4
CCOc1ccc(NC(=O)c2ccc(NS(=O)(=O)c3cccc4cccnc34)cc2)cc1	-6	·	1	5	0	·	1.3	·	-9	-0.9
O=C(O)/C(=C\c1ccc(Cl)cc1)c1ccc(S(=O)(=O)N2CCCC2)s1	8	·	-3	-1	-5	8	-0.7	·	-17	i
Cc1nnc(SCC(=O)N2CCC(c3noc4ccc(F)cc34)CC2)s1	-2	0	2	3	0	7	0.2	3	-11&-12	-0.3
CC1(C)CC2(CCO1)C(Nc1ccccc1)=NC(=S)N2c1ccccc1 (configuration not stated)	-9	-5	-4	0	·	4	0.0	12	0	·
NC(=O)CSc1nnnn1-c1ccc2c(c1)OCCO2	-10	1	-4	7	2	0	·	4	-2	-0.6
Cc1nn(CC(=O)Nc2ccc(F)cc2)c(=O)c2ccccc12	-8	-4	9	3	8	-17	-0.2	40	-6	-0.2
COC(=O)C1=C(C(=O)OC)[C@@H]2Nc3ccccc3[C@@]23C[C@@H](C(=O)OC)N(C(=O)c2cc(C)oc2C)C3=N1	-1	·	6	-3	15	0	·	·	7	-9.1
CCN(CC(=O)Nc1ccccc1OC)C(=O)CN1C(=O)NC2(CCCC2)C1=O	-4	·	-1	10	1	-1	1.4	·	-1	i
COc1ncnc(NS(=O)(=O)c2ccc(N)cc2)c1OC	-9	·	2	10	-1	8	1.6	·	-2	-0.3
COc1ccc([N+](=O)[O-])cc1NC(=O)C(C)NNC(=O)c1cccc([N+](=O)[O-])c1 (configuration not stated)	24	·	-1	-25	-6	-9	1.5	·	3	i
Nc1nc(N)c(N=Nc2ccc(SCC(=O)O)cc2)c(=O)[nH]1	-11	1	-3	-2	7	0	-1.4	23	-8	-0.6
COc1ccc(C(=O)N2CCN(C)C(=O)[C@@H]2C)cc1OC1CCN(C(C)C)CC1	-5	-2	5	2	-1	-9	1.3	-2	-2	i
CC(C)n1c(SCCCc2ccccc2)nc2c1c(=O)[nH]c(=O)n2C	7	1	19	-5	13	·	6.7	16	5	-1.5
Cc1ccc(NC(=O)Cn2c(/C=C/c3ccccc3)nc3ccccc32)cc1C	-22	-7	-4	3	5	-2	·	-1	-11	-0.4
COc1ccc(-c2nnc(SCc3nnc(-c4ccc(Cl)cc4)o3)n2-c2ccccc2)cc1	-1	-4	4	7	9	0	·	11	-12	-1.6
COc1ccc(CCNc2ncnc3sc(C)cc23)cc1OC	-16	0	-9	22	-12	·	-0.9	0	-2	-1.3
O=C(COC(=O)/C=C/c1ccco1)NCc1ccc(Cl)cc1	14	·	-4	-5	2	-8	-0.2	·	3	-0.4
Cc1nc2c(cnn2-c2ccccc2)c(=O)n1/N=C/c1ccccc1	-4	1	10	10	4	8	-2.1	19	i	-0.3
CCOC(=O)c1cc2c(N)c(C(=O)c3cc(C#N)c(SC)nc3C)sc2nc1C	-9	2	2	-3	3	-2	·	10	-14	i
CC(=O)Nc1cccc(C(=O)N/N=C/c2ccccc2F)c1	1	1	1	-5	3	-8	-0.8	26	·	-2.9
COc1ccc(C2C(C(=O)N3CCN(c4ccccc4F)CC3)c3ccccc3C(=O)N2C)cc1 (configuration not stated)	1	-7	-1	-5	15	0	·	35	-1	i
CCn1c(C)cc2c(c1=O)C(c1ccccc1Br)C(C#N)=C(N)O2 (configuration not stated)	-5	6	-10	5	-2	5	·	-20	2	-0.4
CCN(Cc1ccncc1)C(=S)Nc1ccc(Cl)cc1	-5	-2	4	8	-3	5	-0.3	26	-12	-0.1
CC1(C)CC(=O)C2=C(C1)OC(N)=C([N+](=O)[O-])C2c1cccs1 (configuration not stated)	8	2	-6	-10	-2	-2	·	-5	-4	-0.2
CCc1nc(NCCCCCO)c2nnn(Cc3ccccc3F)c2n1	-6	4	0	5	7	6	·	6	-9	i
Cc1nc2cc(O)ccc2n1C	8	1	-1	-2	-3	5	·	10	-6	-0.3
Cc1ccc(CCNc2ccccc2)c[n+]1[O-]	-3	-3	-13	-4	-9	-9	·	13	-10	0.8
COc1ccccc1C(=O)N=C1SC2CS(=O)(=O)CC2N1c1ccccc1 (configuration not stated)	-12	2	12	-7	3	7	0.5	-5	3	-0.4
COc1cc(CN(C)C(=O)C(=O)c2c[nH]c3ccccc23)ccc1O	6	·	9	-7	-1	·	1.9	·	-5	7.1
CCOc1ccc(N/C=C/C(=O)c2ccccc2)cc1	-2	3	8	-4	-5	·	0.2	31	-4	i
COc1ccc(NC(=O)CSc2nc(C)cs2)cc1	-2	2	-3	-1	7	-1	0.3	-6	-8	-0.4
CC(C)(C)NC(=O)NC(=O)COC(=O)c1ccc2c(c1)S(=O)(=O)N=C1CCCCCN12	18	3	-7	5	2	-3	1.7	0	2	i
c1coc(CNc2ncnc3sc4c(c23)CCCCC4)c1	-1	4	4	6	31	-4	·	25	-1	·
O=C1C2C(c3ccccc3)CC=CC2[C@H](c2ccoc2)N1Cc1ccccc1 (some centres not stated)	6	·	1	0	29	-3	1.7	11	4	i
COc1ccc(-c2n[nH]c(=S)n2-c2ccc(C)cc2C)cc1	-15	1	9	8	-3	-2	4.5	4	-4	-0.2
CCOc1cc(N2CCOCC2)c(OCC)cc1NC(=O)[C@H](C)N1C(=O)C2CC=CCC2C1=O (some centres not stated)	-6	-1	6	4	4	2	-6.6	34	-2	i
Nc1ccc(CCc2ccccn2)cc1	-3	·	-12	10	-4	·	0.7	·	-10	-5.7
COc1ccc(C2N(c3cc(Cl)ccc3OC)C(=O)C3CCCN32)cc1 (configuration not stated)	-7	4	15	-5	2	-5	0.1	-37	0	-0.3
CCOC(=O)c1cnc2c(Cl)cccc2c1NCCN1CCOCC1	8	-4	-1	10	3	6	1.8	-4	2	3.3
NC(=S)n1[nH]c(-c2ccc([N+](=O)[O-])cc2)c(N=Nc2ccccc2[N+](=O)[O-])c1=O	-6	-1	-5	5	2	·	-0.4	32	-6	i
O=C(CN1C(=O)NC(Cc2c[nH]c3ccccc23)C1=O)Nc1ccccc1C(F)(F)F (configuration not stated)	19	·	2	0	-10	-14	·	·	-3	i

Next compounds.
SMILES	CCHF vOTU inh	SARS 3CLpro inh	MazF activator	PrPC surface inh	Y pestis TopoI	Rv3671c inh	TcdB inh	DUSP3 inh	PriA SSB inh	Vc quorum ag
Cc1ccc(NC(=O)CSc2ccccc2)cc1S(=O)(=O)N1CCCCC1	18	·	-1	11	20	-7	1.5	·	2	i
CN(C(=O)CSc1nnc(-c2ccc(C(C)(C)C)cc2)n1C)C1CCS(=O)(=O)C1 (configuration not stated)	13	·	-1	-4	3	-1	1.1	·	-7	i
COc1ccc(-c2c3c(=O)n(C)c(=O)n(C)c3cn2N2CCOCC2)cc1	-2	-1	-8	-5	4	-3	·	10	-6	-0.7
O=S(=O)(Nc1cc(S(=O)(=O)N2CCOCC2)ccc1NCC1CCCO1)c1ccccc1F (configuration not stated)	-4	·	4	12	-7	-4	0.1	·	-5	0.5
COCc1cc(=O)n2[nH]cc(-c3ccsc3)c2n1	-17	1	-6	5	3	-2	2.7	12	10	i
Cc1nnc(NC(=O)C2CC(=O)N(Cc3ccccc3)C2)s1 (configuration not stated)	-2	1	5	5	0	-2	1.3	20	-6	-0.5
Cc1ccccc1NC(=S)NC(NC(=O)CF)C(Cl)(Cl)Cl (configuration not stated)	12	-1	-6	9	-1	-11	-1.3	-28	6	-0.3
O=C(COC(=O)c1ccc2c(c1)OCO2)Nc1cccc(F)c1	2	·	6	-2	-1	-1	-7.4	·	2	3.2
O=[N+]([O-])c1cc(C(F)(F)F)cc([N+](=O)[O-])c1NCCNC(=S)Nc1cccc(F)c1	10	-3	4	-5	-14	-3	0.7	-14	20	-0.5
CC(C)N(c1ccccc1)c1ccc(NC(=O)COC(=O)CCN2C(=O)c3cccc([N+](=O)[O-])c3C2=O)cc1	6	2	-20	5	29	1	-4.0	30	7	i
CC1CC1C(=O)OCC(=O)Nc1cc(S(=O)(=O)N2CCCCC2)ccc1Cl (configuration not stated)	8	·	1	8	20	-10	0.8	·	-31	i
CC(CCc1ccco1)NC(=O)Cn1nc(Cc2ccncc2)c2ccccc2c1=O (configuration not stated)	-1	-4	6	2	7	-2	1.1	42	-8	i

Bioassay records as filed in PubChem.
